B2AR arrestin: agonists driving beta-arrestin recruitment to human beta2-adrenergic receptor; P07550; beta-arrestin recruitment to beta2AR, cell-based reporter; Potency, µM (top dose mostly 46.1 µM), inactives show at the highest dose activation, hits mostly activators; hit rate 0.02% among 330,000; AID 492947;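 also: potency is read from the fitted curve at half-maximal effect; 0% = DMSO controls and full agonism = EC100 isoproterenol or metaproterenol; nearly all actives have a fitted effect of over 65% in size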
Target sequence (P07550 whole entry, looked up): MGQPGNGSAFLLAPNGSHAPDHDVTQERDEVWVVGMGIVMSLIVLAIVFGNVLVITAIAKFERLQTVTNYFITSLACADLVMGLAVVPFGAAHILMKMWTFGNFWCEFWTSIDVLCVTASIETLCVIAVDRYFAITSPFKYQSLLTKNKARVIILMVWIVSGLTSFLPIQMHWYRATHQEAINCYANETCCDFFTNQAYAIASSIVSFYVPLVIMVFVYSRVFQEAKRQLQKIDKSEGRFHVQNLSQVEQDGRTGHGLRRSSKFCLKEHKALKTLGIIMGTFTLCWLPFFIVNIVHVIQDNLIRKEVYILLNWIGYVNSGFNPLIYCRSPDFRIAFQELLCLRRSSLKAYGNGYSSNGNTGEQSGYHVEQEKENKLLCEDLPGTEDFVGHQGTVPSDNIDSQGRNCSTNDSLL
ELG1 repair inh: inhibitors of ELG1-dependent DNA repair in HEK293T cells. HEK293T ELG1-luciferase reporter, luminescence, 16 h; DNA damage induced by 5-fluorouridine. Potency, µM (doses to about 46.1 µM), without a hit: at the top dose activity change, negative = inhibition, actives largely listed as inhibitors. hit rate 2.3% among 330,000; also: potency is read from the fitted curve at half-maximal effect; % is scaled to controls: 0 for no effect and ±100 for the full control effect; nearly all actives have a fitted effect of over 55% in size
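In this reporter screen, reduction of luminescence relative to DMSO vehicle indicated activity. Compounds and 5-fluorouridine were added together to 2,000 cells per well, incubated for 16 hr at 37 °C, then developed with ONE-Glo.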
uPA surface inh: inhibitors of cell surface uPA generation. Potency, µM (titrated, usually from 38.3 µM), inactives show top-dose activity change, negative = inhibition, actives largely listed as inhibitors. cell surface uPA generation assay, qHTS. hit rate 0.31% among 330,000. AID 540303; active = well fitted inhibition curve with a large enough effect; inconclusive = small, poorly fitted or top-dose-only effect; inactive = no such curve, though single readings can be large or run the other way; tested in mouse RAW 264.7 cells; also: potency is read from the fitted curve at half-maximal effect; % is scaled to controls: 0 for no effect and ±100 for the full control effect; nearly all actives have a fitted effect of over 55% in size
TCR act: activates T cell receptor signaling | primary human leukocytes, anti-CD3, IL-2 HTRF, 48 h | Potency, µM (series often up to 9.22 µM), without a hit: top-dose activation of IL-2 secretion, hits mostly activators | 330,000 tested, under 10 active | AID 504894; also: % of control where 0% means no effect
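Using a-CD3 beads without co-stimulation, primary human leukocytes were exposed to compounds for 48 hr. An HTRF IL-2 kit measured the cytokine, with europium-to-d2 energy transfer producing emission at 665nm upon 320nm excitation.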
BCR signal inh: chronic active BCR signaling inhibition; Potency, µM (series often up to 46.1 µM), inactives show at the highest dose ratio change, negative = lower green/red ratio, actives largely listed as inhibitors; ABC-DLBCL IkBa-CBG/CBR reporter, luminescence ratio, 4 h; hit rate 0.05% among 340,000; active = well fitted inhibition curve with a large enough effect in the signal ratio, with a control signal flat, not every such curve was filed as active; inconclusive = small, poorly fitted or top-dose-only effect, or effect the other way, or a change in a side signal; the % refers to the signal ratio;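 also: potency is read from the fitted curve at half-maximal effect; plate controls were basal doxycycline-induced cells for no effect and cells given 10 µM MG132 for full effect; MG132 reads +100%, hits lower the ratio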
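Compounds up to 46 uM were incubated four hours with TMD8 cells whose green CBG68 luciferase is fused to IkappaBalpha; red CBR luminescence normalised the signal, and concentration-effect curves were fitted to fusion, red and ratio data.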
TSHR antagonist: antagonists of human thyroid stimulating hormone receptor; activity change, negative = inhibition, % at 11.5 µM; TSHR-expressing cells, TSH-stimulated cAMP HTRF, 2 h; hits give low values; P16473; hit rate 0.2% among 330,000;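 active = activity change below a set negative limit, meaning inhibition stronger than a set level, cut at about -70% in these data; inconclusive = activity change between two set negative limits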; also: % is scaled to controls: 0 for no effect and ±100 for the full control effect
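TSHR-expressing cells, 200/well, pre-treated with compound, then stimulated with EC80 TSH (4nM final) for 2 hours at 37 deg C. cAMP measured by competitive HTRF: anti-cAMP cryptate antibody in lysis buffer plus cAMP-d2, read after 30 minutes at room temperature.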
USP2a inh: inhibitors of human ubiquitin-specific protease USP2a | Potency, µM (doses to about 38.3 µM), inactives show top-dose activity change, negative = inhibition, hits mostly inhibitors | USP2 core, Ub-CHOP2 coupled fluorogenic reporter, 485/531 | hit rate 0.01% among 330,000 | O75604;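 also: potency is read from the fitted curve at half-maximal effect; plate controls were DMSO wells for no effect and full inhibition by NEM control for full effect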
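Cell-free coupled assay: 10nM USP2 core preincubated 30min RT with compound in Tris-HCl pH 8.0/CaCl2/CHAPS buffer, then 25nM Ub-CHOP2 and 25nM reporter substrate; fluorescence (Ex 485/Em 531) read after 60min RT, normalized to NEM inhibition, concentration-response curves fitted.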
Mito fusion yeast: mitochondrial division inhibition or fusion activation | S. cerevisiae fusion-defective mutant growth rescue, CellTiterGlo 48 h | hit rate 0.23% among 320,000 | Potency, µM (series often up to 46.1 µM), without a hit: at the highest dose growth rescue (activation), usual class: activators | AID 485298;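 also: potency is read from the fitted curve at half-maximal effect; % of control where 0% means no effect; nearly all actives have a fitted effect of over 45% in size; temperature-sensitive fusion mutants such as fzo1-1 at 37 °C on non-fermentable ethanol glycerol medium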
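Compounds are tested for their ability to restore growth of mitochondrial fusion-defective yeast strains at non-permissive 37C in YPEG medium over 48 hours. Viability is quantified by luciferase luminescence.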
Eya2 phos inh: inhibitors of human Eya2 phosphatase activity; O00167; recombinant Eya2, OMFP fluorescence dephosphorylation (OMFP is methylfluorescein phosphate); Potency, µM (doses to about 76.9 µM), inactives show at the highest dose activity, negative = inhibition, usual class: inhibitors; hit rate 0.006% among 330,000; AID 488837; also: potency is read from the fitted curve at half-maximal effect; % is scaled to controls: 0 for no effect and ±100 for the full control effect
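Eya2 protein (added as 0.2 uM solution) was preincubated with compound for 10 min at ambient temperature in 50 mM HEPES pH 7.5, 50 mM NaCl, 5 uM MgCl2, 0.05% BSA, 1 mM DTT. OMFP (added at 50 uM) then reacted 10 min; fluorescence read at 485/525 nm.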
TSG101-PTAP inh: blocks PTAP/TSG101 interaction to inhibit HIV-1 budding; Q99816; Fluorescence polarization, FITC-PTAP peptide / Tsg101 binding; Potency, µM (titrated, usually from 115 µM), for the others: top-dose activity change, negative = inhibition, usual class: inhibitors; 340,000 tested, under 10 active; AID 493005; active = well fitted inhibition curve with a large enough effect in the main read-out, with a control signal flat, not every such curve was filed as active; inconclusive = small, poorly fitted or top-dose-only effect, or effect the other way, or a change in a side signal; inactive = no such curve, though single readings can be large or run the other way; also: potency is read from the fitted curve at half-maximal effect; % of control where 0% means no effect
Target sequence (Q99816 whole entry, looked up): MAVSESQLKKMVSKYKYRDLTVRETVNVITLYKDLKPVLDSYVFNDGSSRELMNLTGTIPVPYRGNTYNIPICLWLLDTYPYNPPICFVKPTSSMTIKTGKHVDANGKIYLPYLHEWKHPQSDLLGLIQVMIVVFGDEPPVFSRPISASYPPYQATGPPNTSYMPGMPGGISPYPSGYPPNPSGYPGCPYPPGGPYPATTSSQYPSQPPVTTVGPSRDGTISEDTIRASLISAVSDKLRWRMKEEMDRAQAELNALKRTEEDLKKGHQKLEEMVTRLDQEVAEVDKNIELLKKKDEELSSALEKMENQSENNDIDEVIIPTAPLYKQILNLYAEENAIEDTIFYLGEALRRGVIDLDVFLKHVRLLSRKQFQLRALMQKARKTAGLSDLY
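Fluorescence anisotropy tracks displacement of a FITC-tagged PTAP peptide (50 nM) from the Tsg101 binding domain (10 uM), following a 20 min room-temperature incubation at pH 7.5.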
Tb PFK block: inhibitors of T. brucei phosphofructokinase | O15648 | T. brucei PFK, ADP-Glo luminescence | Potency, µM (doses to about 57.5 µM), without a hit: top-dose activity, negative = inhibition, most hits filed as inhibitors | hit rate 0.17% among 330,000 | AID 485367;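 also: potency is read from the fitted curve at half-maximal effect; 0% = uninhibited 1x PFK enzyme wells and -100% = no-enzyme wells; nearly all actives have a fitted effect of over 60% in size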
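1.25 nM PFK with 0.5 mM F6P and 0.1 mM ATP in 0.1 M TEA pH 8.0, 5 mM MgCl2, incubated 45 min at room temperature; ADP measured by ADP-Glo luminescence; compounds titrated up to 57 uM.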
* marks the source's active call; other numbers are inactive results; u = inconclusive; x = not tested or not shown; [ ] = remark or other dose. Unless noted, calls follow the shape of the dose curve; as a rule, active = well fitted curve in the direction sought with a large enough effect; inconclusive = small, poorly fitted or top-dose-only effect, or another doubt; inactive = no such curve, though single readings can be large; an effect the other way counts as inactive or inconclusive.

Results follow in this order: B2AR arrestin, ELG1 repair inh, uPA surface inh, TCR act, BCR signal inh, TSHR antagonist, USP2a inh, Mito fusion yeast, Eya2 phos inh, TSG101-PTAP inh, Tb PFK block
CCCn1c(=O)cc(N)n(-c2ccc(OC(F)(F)F)cc2)c1=O
    0.4%, 1.3%, -1.2%, -3.3%, -0.3%, 1.1, 8.4%, 9.9%, 9.2%, -8.4%, 1.6%
CSc1ccccc1NC(=O)COc1ccccc1C
    -0.2%, u, u, -1.9%, u, -6.4, -3.9%, -2.0%, 5.3%, -7.5%, 1.3%
N#Cc1c(N)nc(SCc2ccccn2)c(C#N)c1-c1cccs1
    0.1%, 14.6µM*, x, 4.2%, -3.5%, -13.8, 0.7%, u, -6.6%, -4.1%, 5.9%
CCCOc1ccc(C2/C(=C(/O)c3ccc(F)cc3)C(=O)C(=O)N2CCCN(C)C)cc1 (configuration not stated)
    -1.3%, 3.6%, 4.7%, -1.9%, 1.5%, 9.5, 1.8%, -1.0%, -8.7%, -2.4%, 1.3%
CCN(Cc1ccccc1)C(=O)C1CCN(C/C(C)=C/c2ccccc2)CC1
    -0.5%, -16.3%, 4.9%, -5.0%[46.1 µM], -3.9%, 11.3, 0.9%, 26.6%, -1.4%, 0.8%, -3.4%
CC(C)=CCc1c(O)c(CC=C(C)C)c2occ(-c3ccc(O)cc3)c(=O)c2c1O
    -0.4%, u, 11.9%, 4.0%, u, 5.5, -9.6%, -70.2%[inhibitor], -8.4%, -0.1%, 2.2%
CN(C)S(=O)(=O)c1ccc(Cl)c(NC(=O)COc2ccccc2[N+](=O)[O-])c1
    -0.4%, 1.5%, 4.2%, 0.2%[46.1 µM], -1.3%, 12.4, 0.5%, 1.1%, 4.1%, 4.2%, 3.4%
CC(C)CNC(=O)c1ccc(Cl)c(N)c1
    -1.2%, 20.4%, x, -10.9%[46.1 µM], 1.1%, 6.1, 5.2%, -3.2%, -4.1%, x, 1.7%
COc1ccc(N2CCN(S(=O)(=O)c3cnc[nH]3)CC2)cc1
    -0.8%, -1.8%, 3.0%, 5.8%, 6.6%, 4.4, 1.6%, -3.3%, -3.4%, -9.0%, -6.8%
Cc1ccc(S(=O)(=O)N2CCC(C(=O)N/N=C/c3ccncc3)CC2)cc1
    -0.2%, -14.2%, -20.2%, 0.2%, -0.5%, -3.5, 0.9%, -2.8%, -0.3%, -4.7%, -4.6%
O=C(Cc1cccs1)N1CCCC(c2nc3c(nnn3Cc3cccc(Cl)c3)c(=O)[nH]2)C1 (configuration not stated)
    0.4%, u, x, -0.1%, -10.5%, -8.3, 0.9%, 3.6%, -3.4%, -6.1%, -7.6%
O=C(CC1SCCNC1=O)Nc1ccc(Cl)c(Cl)c1 (configuration not stated)
    0.2%, u, 7.4%, -2.3%, 4.2%, 10.2, 2.5%, -6.4%, -17.7%, -3.2%, -29.2%
Cc1c(Br)c(C(=O)N2CCc3ccccc32)nn1C
    -1.9%, u, 5.1%, 8.3%[46.1 µM], u, -1.3, -1.2%, -5.3%, 3.7%, -0.8%, -4.6%
O=C(Nc1ccc2c(c1)nc1n2CCOC1)c1ccccc1
    0.1%, u, -4.8%, 1.8%, u, 0.3, 6.0%, -0.8%, 4.9%, -5.7%, -2.0%
O=C(CNC(=O)c1ccccc1F)N/N=C/c1cn[nH]c1-c1ccccc1
    -0.9%, -19.7%, -1.5%, 3.3%[46.1 µM], 0.8%, 34.3, 2.4%, -0.6%, 3.6%, 0.3%, 5.7%
CCCCCn1c2c(c(=N)c3ccccc31)CCC2
    -0.2%, 5.17µM*, -6.3%, -10.3%, 2.1%, -2.6, 0.2%, 0.9%, -1.1%, -5.0%, 1.0%
CCOC(=O)c1c(C(F)(F)F)cc(-c2ccc(F)cc2)nc1C
    0.2%, u, 6.6%, 2.2%[46.1 µM], 5.7%, -13.9, 2.0%, -4.6%, 3.8%, -2.0%, -0.5%
CCc1nc2nc(C)cc(Nc3cccc(C(F)(F)F)c3)n2n1
    -0.1%, -13.9%, -1.0%, -0.6%, 3.1%, -13.2, 6.6%, 1.1%, -40.2%, -3.0%, -4.7%
CC(C)COc1ccc(C/C(N)=N/n2cnnc2)cc1
    0.2%, u, -4.6%, -2.2%, -7.5%, -10.5, -0.5%, 2.7%, 6.9%, -0.4%, 1.5%
O=C(Cc1ccccc1Cl)Nc1ccc(S(=O)(=O)N2CCOCC2)cc1
    -0.3%, -21.0%, 1.0%, -1.4%, -16.4%, 7.0, 0.6%, -1.7%, 9.3%, -0.9%, -11.8%
O=C1c2ccccc2C(=O)C1C1=Nc2ccccc2NC(c2ccccc2)C1 (configuration not stated)
    -0.5%, u, x, x, u, -1.9, -0.5%, 3.0%, 3.4%, x, 1.0%
Cc1ccccc1-n1nc2c(c1NC(=O)C(C)C)CS(=O)(=O)C2
    0.1%, -4.9%, 0.9%, -3.5%, 2.7%, -3.9, 2.0%, -7.2%, -14.2%, -3.9%, 2.1%
Cn1c(=O)c2cnc(-c3ccc(C(F)(F)F)cc3)nc2n(C)c1=O
    -0.6%, -1.2%, -8.0%, 2.2%, 10.8%, 1.4, -3.3%, 1.4%, 10.5%, -1.6%, -7.7%
COc1cccc2c1OC[C@@H](CO)[C@H]2N(C)C(=O)Nc1ccc(Cl)cc1Cl
    -0.5%, -17.2%, -8.0%, -5.2%, 14.7%, -20.9, 1.1%, 0.0%, 5.5%, 0.0%, 3.6%
CC(OC(=O)c1cc2ccccc2[nH]1)C(=O)N(C)c1ccccc1 (configuration not stated)
    0.0%, u, -12.4%, 1.8%, -6.7%, 5.6, -7.3%, x, -6.0%, -1.5%, 0.0%
CCC(C)N(C(=O)c1csnn1)C(C(=O)NCc1ccc(F)cc1)c1ccco1 (configuration not stated)
    0.2%, -8.6%, x, -0.1%, -1.8%, 2.8, -4.0%, 4.9%, -3.2%, -5.4%, 1.4%
O=C(O)COc1ccccc1/C=N/NC(=O)c1cccc(S(=O)(=O)N2CCOCC2)c1
    0.1%, 8.1%, 1.8%, 0.6%, 0.5%, -4.2, 1.2%, 0.7%, 6.0%, -3.7%, -2.7%
CCN(CC)CCNC(=O)c1cc2c(-c3cccc(OC)c3)nn(C)c2s1
    -0.8%, u, -3.9%, 2.5%, u, -1.1, -3.4%, -2.8%, -15.8%, -5.7%, -0.5%
Cc1cccc(C(=O)N[C@H](C(=O)Nc2cc(S(=O)(=O)N3CCCCC3)ccc2C)C(C)C)c1
    -0.7%, u, 6.4%, 3.2%[46.1 µM], 0.1%, -10.2, 0.6%, -28.0%, -1.3%, -0.5%, -8.7%
CN(CC(=O)O/N=C(\N)c1ccc([N+](=O)[O-])cc1)S(=O)(=O)c1ccc2ccccc2c1
    0.3%, -9.3%, 16.4%, x, u, -10.3, 1.0%, -0.2%, u, -7.8%, 2.2%
Cc1cc(C(=O)N2CCCC(C(=O)c3ccc4ccccc4c3)C2)n(C)n1 (configuration not stated)
    -1.1%, -12.1%, -1.1%, 3.4%, 1.0%, -7.3, 8.8%, 10.7%, -1.9%, -1.4%, 0.5%

Limited to BCR signal inh, for some of the entries so far:
Structure | BCR signal inh
CCN(CC)CCNC(=O)c1cc2c(-c3cccc(OC)c3)nn(C)c2s1 | u
Cc1cccc(C(=O)N[C@H](C(=O)Nc2cc(S(=O)(=O)N3CCCCC3)ccc2C)C(C)C)c1 | 0.1%
CN(CC(=O)O/N=C(\N)c1ccc([N+](=O)[O-])cc1)S(=O)(=O)c1ccc2ccccc2c1 | u
